# POLI inh – qHTS for Inhibitors of Polymerase Iota | Pol iota fluorescent replication assay, 10 min | Potency, µM (titrated, usually from 115 µM), for the others: top-dose activity, negative = inhibition, actives largely listed as inhibitors | hit rate 1% among 390,000 | AID 588590, 2011
# Target sequence (Q9UNA4 whole entry, looked up): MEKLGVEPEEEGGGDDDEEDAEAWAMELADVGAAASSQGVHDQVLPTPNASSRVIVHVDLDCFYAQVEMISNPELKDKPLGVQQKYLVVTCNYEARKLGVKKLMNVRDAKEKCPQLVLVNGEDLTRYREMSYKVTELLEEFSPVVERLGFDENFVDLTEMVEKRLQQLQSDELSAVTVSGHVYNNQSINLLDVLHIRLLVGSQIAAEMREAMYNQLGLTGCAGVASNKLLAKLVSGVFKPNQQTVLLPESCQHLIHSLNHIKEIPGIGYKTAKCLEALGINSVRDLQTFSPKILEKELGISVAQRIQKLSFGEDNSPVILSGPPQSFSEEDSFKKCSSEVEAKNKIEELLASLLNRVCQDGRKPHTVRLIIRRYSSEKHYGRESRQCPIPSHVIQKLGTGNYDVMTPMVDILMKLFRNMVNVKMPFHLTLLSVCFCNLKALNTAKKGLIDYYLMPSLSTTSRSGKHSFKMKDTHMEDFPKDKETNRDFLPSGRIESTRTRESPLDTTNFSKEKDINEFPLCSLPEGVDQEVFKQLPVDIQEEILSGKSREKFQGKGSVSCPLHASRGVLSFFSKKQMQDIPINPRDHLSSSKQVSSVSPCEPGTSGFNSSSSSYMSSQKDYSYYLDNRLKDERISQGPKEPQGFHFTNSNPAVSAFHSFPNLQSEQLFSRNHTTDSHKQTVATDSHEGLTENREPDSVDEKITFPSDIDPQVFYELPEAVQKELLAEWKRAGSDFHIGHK
#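 Fluorescent replication assay read twice, at 0 min and 10 min after adding 50 nM (final) substrate. Enzyme (10 nM) and compounds were first incubated 15 min at room temperature; enzyme-free buffer wells were negative controls.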
# BAZ2B inh – qHTS Assay for Inhibitors of BAZ2B; hit rate 4.4% among 360,000; Bromodomain adjacent to zinc finger domain protein 2B (Homo sapiens), Q9UIF8; Potency, µM (doses to about 114 µM), without a hit: at the top dose activity change, negative = inhibition, actives largely listed as inhibitors; AlphaScreen BAZ2B-H3K14Ac peptide displacement; AID 504333, 2011; note: % is set by controls: 0 for no effect and ±100 for the full control effect; nearly all actives have a fitted effect of over 60% in size
#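 Complex of BAZ2B and biotin-H3K14Ac (50 nM apiece) forms over 30 min at RT, then faces library compounds up to 110 uM for another 30 min; AlphaScreen beads added, 20 min dark incubation, luminescence read.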
# APE1 inh – qHTS Assay for Inhibitors of the Human Apurinic/apyrimidinic Endonuclease 1 (APE1) | DNA repair nuclease/redox regulator APEX1 (Homo sapiens), P27695 | recombinant APE1, TAMRA/BHQ-2 abasic DNA cleavage fluorescence | Potency, µM (series often up to 65.8 µM), for inactives: at the top dose activity change, negative = inhibition, actives largely listed as inhibitors | hit rate 0.35% among 350,000;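 note: plate controls were vehicle for no effect and reference inhibitor for full effect; nearly all actives have a fitted effect of over 55% in size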
# Target sequence (P27695 whole entry, looked up): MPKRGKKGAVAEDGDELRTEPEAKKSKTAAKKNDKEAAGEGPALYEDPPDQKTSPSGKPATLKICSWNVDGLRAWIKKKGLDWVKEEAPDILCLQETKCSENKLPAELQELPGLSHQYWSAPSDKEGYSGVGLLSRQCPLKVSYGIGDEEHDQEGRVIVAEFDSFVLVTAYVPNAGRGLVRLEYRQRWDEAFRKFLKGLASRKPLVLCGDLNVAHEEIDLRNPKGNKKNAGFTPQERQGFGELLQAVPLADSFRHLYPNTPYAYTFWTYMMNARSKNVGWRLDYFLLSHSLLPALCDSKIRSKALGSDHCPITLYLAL
#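 Compound pre-exposure to 0.75 nM APE1, 15 min at ambient temperature. Reaction initiated with 50 nM TAMRA/BHQ-2 THF substrate, read immediately in kinetic mode, 525 nm excitation, 598 nm emission.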
# BLM inh – qHTS Assay for Inhibitors of Bloom's syndrome helicase (BLM) | recombinant BLM DNA unwinding, fluorescence dequenching | RecQ-like DNA helicase BLM (Homo sapiens), P54132 | Potency, µM (doses to about 56.1 µM), inactives show top-dose activity change, negative = inhibition, hits mostly inhibitors | hit rate 0.2% among 350,000;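 note: plate controls were vehicle for no effect and no enzyme for full effect; nearly all actives have a fitted effect of over 35% in size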
# POLK inh – qHTS for Inhibitors of Polymerase Kappa; hit rate 0.53% among 400,000; purified Pol kappa, fluorescent DNA synthesis assay, 10 min; DNA polymerase kappa (Homo sapiens), Q9UBT6; Potency, µM (highest dose often 107 µM), for the others: at the top dose activity, negative = inhibition, actives largely listed as inhibitors; note: % is set by controls: 0 for no effect and ±100 for the full control effect
#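 10 nM Pol kappa was preincubated with compounds for 15 min at room temperature. Reaction started with 50 nM (final) substrate. Fluorescence read kinetically at 0 and 10 min.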
# Pol eta inh – qHTS for Inhibitors of Polymerase Eta; recombinant Pol eta, fluorescent DNA replication assay; DNA polymerase eta (Homo sapiens), Q9Y253; Potency, µM (top dose mostly 114 µM), for the others: top-dose activity change, negative = inhibition, usual class: inhibitors; hit rate 1.2% among 390,000; AID 588591, 2011; note: % is set by controls: 0 for no effect and ±100 for the full control effect
#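 Fluorescent replication assay: 50 nM final substrate added after a 15 min room-temperature compound preincubation with 10 nM enzyme. Signal taken at 0 min and again at 10 min.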
# G9a block – qHTS Assay for Inhibitors of Histone Lysine Methyltransferase G9a. Histone-lysine N-methyltransferase EHMT2 (Homo sapiens), Q96KQ7. hit rate 8.8% among 350,000. Potency, µM (top dose mostly 102 µM), for the others: at the top dose activity, negative = inhibition, most hits filed as inhibitors. G9a H3K9 monomethylation, AlphaScreen, 2 h; note: % is set by controls: 0 for no effect and ±100 for the full control effect; nearly all actives have a fitted effect of over 75% in size
#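 Signal arises when biotinylated H3K9 peptide, once monomethylated, bridges streptavidin donor and antibody-captured acceptor beads. Enzyme at 20 nM was preincubated 15 min with test compounds; peptide 500 nM and SAM 20 uM then reacted for 2 h.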
# Anesthetic bind – qHTS Assay for Identification of Novel General Anesthetics. apoferritin/1-aminoanthracene competitive binding, fluorescence. Ferritin light chain (Equus caballus), P02791. hit rate 0.074% among 350,000. Potency, µM (series often up to 77.5 µM), without a hit: at the highest dose activity change, negative = displacement, usual class: inhibitors. AID 485281, 2010; note: % is set by controls: 0 for no effect and ±100 for the full control effect; nearly all actives have a fitted effect of over 20% in size
#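 Apoferritin-based anesthetic binding model; compound displacement of fluorescent 1-AMA measured as endpoint fluorescence after 10 minutes at room temperature, scaled to free-ligand and complex controls.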
# Pol beta inh – qHTS Assay for Inhibitors of DNA Polymerase Beta; Potency, µM (series often up to 114 µM), inactives show top-dose activity change, negative = inhibition, actives largely listed as inhibitors; hit rate 1.3% among 340,000; Pol beta primer extension/strand displacement, fluorescence kinetic; note: % is set by controls: 0 for no effect and ±100 for the full control effect
#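 Values derive from four-parameter Hill fits of normalized kinetic data: reads at 0 and 10 min following addition of 50 nM substrate to 10 nM Pol beta preincubated 15 min with compound.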
# * marks the source's active call; other numbers are inactive results; ? = inconclusive; nt = no result given; & = joins results of further samples; [ ] = another dose, or the depositor's remark. Calls come from the whole dose curve; as a rule, active = well fitted curve in the direction sought with a large enough effect; inconclusive = small, poorly fitted or top-dose-only effect, or another doubt; inactive = no such curve, though single readings can be large; an effect the other way counts as inactive or inconclusive. Potency is the fitted concentration of half-maximal effect.
(1) COc1cc2c(cc1OC)CN(S(C)(=O)=O)CC2
(2) CCCCN(C)c1nc2c(S(=O)(=O)c3ccc(CC)cc3)nnn2c2ccc(Cl)cc12
(3) S=C(Nc1ccc(Cl)cc1Cl)N1CCOCC1
(4) O=C(c1ccc([N+](=O)[O-])cc1)N(Cc1ccccc1)c1ccccn1
(5) CCN(CC)S(=O)(=O)c1cc(C)c(C)cc1OCC(=O)NC1CCCC1
(6) Cc1cccc(Cn2c(CNS(=O)(=O)c3ccc4c(c3)CCCC4)nc3cccnc32)c1
(7) CC(=O)NNC(=S)NC(=O)c1ccc(C)cc1
(8) COC(=O)c1ccc(CNC(=O)CNc2cc(C(F)(F)F)ccc2N2CCOCC2)cc1
screen / no.	1	2	3	4	5	6	7	8
APE1 inh	?	nt	2%	12%	-12%	nt	0%	0%
BAZ2B inh	4%	15%	-3%	?	3%	0%	?	-38%
G9a block	20%	19%[59 µM]	5%[59 µM]	1%	nt	-3%[59 µM]	?	?
Pol beta inh	19%	0%	13%	13%	9%	-13%	-1%	6%
POLK inh	-3%	8%	-12%	-7%	-19%	-13%[60.1 µM]	-14%	0%
Pol eta inh	-6%	-13%	-13%	-19%	-7%	-17%	-20%	-11%
POLI inh	13%	12%	-1%	39%[activator]	14%	27%	25%	-2%
Anesthetic bind	3%	?	-9%	-5%	-16%	-7%	-20%	-6%
BLM inh	-11%	-6%	4%	-1%	-5%	-3%	-10%	0%

(9) O=C(CC1CCCC1)N1CCCC(Nc2cccc(F)c2)C1 (configuration not stated)
(10) COc1ccc(CCNC(=O)CSc2ccc(-c3ccccc3)nn2)cc1
(11) COc1cccc(C2=NOC(C(=O)Nc3ccccc3SC)C2)c1 (configuration not stated)
(12) COc1ccc(Nc2nc(-c3ccc(C)cc3)nc3ccccc23)c(OC)c1
(13) CCOc1ccccc1NC(=O)c1cc2c(Cl)nc3ccccc3c2s1
(14) O=C(NCc1ccc2c(c1)OCO2)C(=O)NCC1OCCN1S(=O)(=O)c1ccc(Cl)cc1 (configuration not stated)
(15) CCN(CC)CCNC(=O)C1CCN(S(=O)(=O)c2c(C)noc2/C=C/c2ccccc2F)CC1
(16) CC1=CC(C)(C)N=C(Nc2ccc(C)cc2)S1
screen / no.	9	10	11	12	13	14	15	16
APE1 inh	-14%	-3%	-2%	nt	nt	4%	7%	10%
BAZ2B inh	-10%	5%	3%	53%[activator]	-1%	-8%	-14%&2%	9%
G9a block	nt	-11%	-4%[59 µM]	54%[activator][59 µM]	7%[59 µM]	nt	-4%[0.501 µM]	24%[59 µM]
Pol beta inh	1%	15%	23%	2%	-2%	28%	43%&6%	30%
POLK inh	-10%	nt	-16%	-12%[60.1 µM]	-26%	-13%	5%	0%
Pol eta inh	-22%	nt	8%	-1%	-14%	-20%	-22%&-19%	-7%
POLI inh	11%	nt	16%	-29%	22%	16%	-2%&-7%	1%
Anesthetic bind	-12%	-6%	-19%	136%[activator]	-8%	-17%	-8%&-5%	?
BLM inh	-2%	2%	-8%	-10%	-5%	-5%	-13%&3%	-4%

(17) Cc1ccc2nc(NC(=O)CC3Oc4ccccc4NC3=O)sc2c1 (configuration not stated)
(18) COc1ccccc1CNC(=O)c1ccc(CS(=O)(=O)c2c(Cl)cccc2Cl)o1
(19) c1ccc(CN2CCC3(CC2)Nc2ccccc2CO3)cc1
(20) COc1ccc(N2CCN(C(=O)CSc3nnc(-c4ccc5[nH]c(C)c(C)c5c4)o3)CC2)cc1
(21) CC(=O)Nc1ccc(N/C(N)=N/c2nc(C)cc(C)n2)cc1
(22) Cn1c2c(c(=O)c3ccccc31)CCC(C)(C)O2
(23) COc1ccc(N2CCN(C(=O)c3cc4ccc5cccnc5c4[nH]3)CC2)cc1
(24) FC(F)(F)c1cnc(N2CCCN(C(=S)Nc3ccccc3)CC2)c(Cl)c1
screen / no.	17	18	19	20	21	22	23	24
APE1 inh	1%	nt	-2%	-6%	-3%	4%	nt	15%
BAZ2B inh	0%	-14%	10%	-33%	-4%	12%	?	-15%
G9a block	0%	1%[59 µM]	0%[12.7 µM]	-12%[59 µM]	4%	9%[59 µM]	?	nt
Pol beta inh	5%	3%	-16%	?	13%	45%	21%	3%
POLK inh	0%	-15%	-14%	-4%[60.1 µM]	9%	3%	3%	-2%
Pol eta inh	-18%	-18%	-5%	-7%	2%	-22%	-2%	-25%
POLI inh	-1%	14%	-12%	-9%	116%[activator]	10%	-15%	-19%
Anesthetic bind	-10%	-10%	7%	-13%	-5%	-2%	?	-4%
BLM inh	-1%	0%	-1%	-3%	52%[activator]	-1%	1%	-17%

(25) CC1CCN(c2ccc3nnc(CCC(=O)N4CCN(c5ccc(F)cc5)CC4)n3n2)CC1
(26) COc1cccc(CNC(=O)C2CCN(S(=O)(=O)c3cnc[nH]3)CC2)c1
(27) CSc1ncccc1C(=O)NCc1ccc(C)cc1
(28) CCN(CC(=O)Nc1cc(Cl)ccc1C)C(=O)CSCc1ccccc1
(29) O=C(CSc1nnc(-c2cccs2)n1-c1ccccc1)N1CCN(C(=O)c2ccco2)CC1
(30) CC(C)n1cc(CN2CCC(Oc3ccc(C(=O)N4CCCCC4)cc3)CC2)cn1
(31) CCc1cc(=O)oc2cc(OCC(=O)O)c(Cl)cc12
(32) CCNc1ncc2nc(-c3ccc(Cl)cc3)c(=O)n(C)c2n1
screen / no.	25	26	27	28	29	30	31	32
APE1 inh	15%	4%	8%	22%	0%	-7%	0%	-1%
BAZ2B inh	-38%	3%	?	-4%	?	-1%	4%	nt
G9a block	?	-15%[12.7 µM]	-6%[0.501 µM]	-3%	7.1µM*	29%	?	-5%[0.501 µM]
Pol beta inh	-9%	-25%	0%	nt	-15%	1%	-15%	nt
POLK inh	-8%	11%	-9%	-4%	nt	-9%	-3%	-2%[60.1 µM]
Pol eta inh	-10%	-6%	-3%	-11%	nt	-9%	-7%	nt
POLI inh	32%[activator]	-6%	4%	77%[activator]	nt	23%	-9%	nt
Anesthetic bind	-18%	2%	-1%	nt	-13%	-12%	1%	nt
BLM inh	-2%	-1%	-5%	nt	-2%	1%	-6%	3%

(33) Nc1ncnc2n[nH]c(Nc3ccc(F)cc3)c12
(34) CCCNC(=O)COC(=O)c1ccccc1OCC(=O)Nc1ccc(Br)cc1
(35) Cc1cc(C)cc(NC(=O)CC23CC4CC(C2)CC(n2nnc(C)n2)(C4)C3)c1
(36) N[C@@H](CCS(=O)O)C(=O)O
(37) COC(=O)c1ccccc1NC(=O)c1cc(C)no1
(38) O=C(c1ccccc1Cl)N1CCN(C(=O)C2CCCO2)CC1 (configuration not stated)
(39) COc1ccc2[nH]c3c(=O)n(Cc4ccco4)cnc3c2c1
(40) CSCCC1COC(c2cccs2)=N1 (configuration not stated)
screen / no.	33	34	35	36	37	38	39	40
APE1 inh	-3%	17%	7%	-1%&-2%	60%[activator]	-7%	-3%	0%
BAZ2B inh	nt	3%	3%	nt	31%[activator]	1%	-1%	nt
G9a block	-7%[59 µM]	15%[59 µM]	2%[59 µM]	38%&22%[59 µM]	16%	3%	22%[2.33 µM]	0.89µM*
Pol beta inh	nt	-2%	-3%	nt	37%	nt	-1%	1%
POLK inh	-3%&9%[60.1 µM]	-16%	-11%	7%&8%[19.4 µM]	-8%	-9%	-16%	-18%
Pol eta inh	nt	-6%	-19%	nt	-1%	1%	-3%	-16%
POLI inh	nt	14%	0%	nt	-15%	37%[activator]	-3%	199%[activator]
Anesthetic bind	4%	6%	-20%	-3%&15%	1%	nt	64%[activator]	-11%
BLM inh	-7%	1%	-1%	nt	-8%	nt	0%	1%

# Complete entries, quoted from the list. Order of values: APE1 inh, BAZ2B inh, G9a block, Pol beta inh, POLK inh, Pol eta inh, POLI inh, Anesthetic bind, BLM inh
# N[C@@H](CCS(=O)O)C(=O)O is listed as -1%&-2%, nt, 38%&22%[59 µM], nt, 7%&8%[19.4 µM], nt, nt, -3%&15%, nt
# O=C(c1ccccc1Cl)N1CCN(C(=O)C2CCCO2)CC1 (configuration not stated) is listed as -7%, 1%, 3%, nt, -9%, 1%, 37%[activator], nt, nt

# Fetched by compound from above, 2 records:
(36) N[C@@H](CCS(=O)O)C(=O)O
(33) Nc1ncnc2n[nH]c(Nc3ccc(F)cc3)c12
screen / no.	36	33
APE1 inh	-1%&-2%	-3%
BAZ2B inh	nt	nt
G9a block	38%&22%[59 µM]	-7%[59 µM]
Pol beta inh	nt	nt
POLK inh	7%&8%[19.4 µM]	-3%&9%[60.1 µM]
Pol eta inh	nt	nt
POLI inh	nt	nt
Anesthetic bind	-3%&15%	4%
BLM inh	nt	-7%

# Next entries:
(41) COc1cccc(-c2nc(NCc3ccco3)c3ccccc3n2)c1O
(42) CCOC(=O)c1c(-c2ccc(Br)cc2)csc1NC(=O)c1ccc(F)cc1
(43) O=S(=O)(c1ccccc1)N1CCn2c(nc3ccccc32)C1
(44) CC1CC(C)CN(S(=O)(=O)c2ccc(NC(=O)CN3CCCCCC3)cc2)C1 (configuration not stated)
(45) COc1ccc(N(CC(=O)NCc2ccc(C)cc2)S(=O)(=O)c2c(C)noc2C)cc1
(46) Cc1onc(-c2ccccc2)c1C(=O)/C=C/N(C)C
(47) COc1cccc(C(=O)CSc2nnc(-c3cc(OC)c(OC)c(OC)c3)o2)c1
screen / no.	41	42	43	44	45	46	47
APE1 inh	-7%	nt	-2%	17%	57%[activator]	3%	-5%
BAZ2B inh	-37%	-2%	-3%	-20%	-2%	2%	8%
G9a block	?	-20%[59 µM]	9%	?	77%[activator]	7%	?
Pol beta inh	-12%	29%	10%	nt	2%	32%[activator]	-2%
POLK inh	-14%	3%	-22%	-1%	1%	-10%	-7%
Pol eta inh	9%	5%	-2%	?	-16%	-6%	-11%
POLI inh	-6%	-21%	-20%	8%	15%	-3%	30%
Anesthetic bind	?	9%	0%	nt	-3%	-10%	?
BLM inh	-12%	-4%	4%	nt	1%	0%	-6%

# Source: PubChem BioAssay

# An excerpt; the hit share may differ from the screen's.
